Bioassay records (PubChem BioAssay)
RXFP1 antag = antagonists of human relaxin receptor RXFP1 | HEK293-RXFP1, relaxin-stimulated cAMP HTRF, 30 min; stronger effect = lower value | activity change, negative = inhibition, % at 57.5 µM | 350,000 compounds, 0.59% hits | AID 1259400;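 active = activity change of -60% or lower, but not beyond a set lower limit; inconclusive = change between -60% and -40%, or beyond the set limit; inactive = change above -40%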; also: % is scaled to controls: 0 for no effect and ±100 for the full control effect
D2 antag = antagonists of human D2 dopamine receptor | P14416 | HEK293 TREx D2 cells, calcium flux, dopamine EC80 | inhibition, % at 10 µM | 340,000 compounds, 2% hits; in the data active = inhibition above about 30%; also: 0% is about no effect
Target sequence (P14416 whole entry, looked up): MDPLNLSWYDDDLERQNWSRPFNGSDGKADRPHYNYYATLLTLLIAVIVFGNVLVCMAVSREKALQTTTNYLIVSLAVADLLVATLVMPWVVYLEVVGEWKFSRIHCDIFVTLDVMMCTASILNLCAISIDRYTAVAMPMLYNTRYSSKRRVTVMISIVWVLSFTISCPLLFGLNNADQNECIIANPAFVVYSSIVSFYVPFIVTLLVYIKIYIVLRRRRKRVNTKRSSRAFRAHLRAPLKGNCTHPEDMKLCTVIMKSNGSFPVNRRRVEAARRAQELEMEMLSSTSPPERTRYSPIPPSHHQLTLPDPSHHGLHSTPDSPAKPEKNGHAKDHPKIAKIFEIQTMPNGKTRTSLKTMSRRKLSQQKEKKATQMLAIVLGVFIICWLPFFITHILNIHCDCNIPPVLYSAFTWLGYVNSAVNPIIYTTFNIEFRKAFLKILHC
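Compounds are added to dye-loaded, induced HEK293 T-REx cells coupled to calcium release via D2; after a 3 min kinetic read an EC80 dopamine stimulus is given and fluorescence is recorded for 3 more min.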
D1 potentiator = enhances dopamine response at the human D1 receptor | HEK293 TREx D1 cells, calcium flux, dopamine EC20 potentiation | potentiation, % at 10 µM | 360,000 compounds, 0.036% hits | AID 504651; in the data active = potentiation above about 30%; also: 0% is about no effect
TRHR agonist = TRH receptor (human) agonism; P34981; TRHR cells, calcium flux fluo-8, FDSS agonist mode; activation, % at 2 µM; 360,000 compounds, 0.18% hits; AID 493084; also: 0% is about no effect
Target sequence (P34981 whole entry, looked up): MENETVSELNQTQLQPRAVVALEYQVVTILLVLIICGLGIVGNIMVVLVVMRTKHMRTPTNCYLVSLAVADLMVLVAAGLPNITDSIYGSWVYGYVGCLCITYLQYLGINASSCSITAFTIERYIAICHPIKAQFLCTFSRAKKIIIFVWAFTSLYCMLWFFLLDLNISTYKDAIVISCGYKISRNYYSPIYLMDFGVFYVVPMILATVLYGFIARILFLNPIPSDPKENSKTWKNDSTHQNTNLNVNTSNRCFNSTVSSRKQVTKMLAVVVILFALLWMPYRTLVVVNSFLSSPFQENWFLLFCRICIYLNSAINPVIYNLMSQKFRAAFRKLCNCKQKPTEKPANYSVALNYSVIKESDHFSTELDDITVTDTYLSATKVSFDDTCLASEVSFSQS
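Fluo-8-loaded TRHR cells; 10 s baseline, compound added, kinetic Ca2+ fluorescence read 1/s, agonist mode.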
D2 PAM = positive allosteric modulators of human D2 dopamine receptor | 340,000 compounds, 0.34% hits | potentiation, % at 10 µM | HEK293 T-REx D2, calcium flux, EC20 dopamine potentiation | P14416;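 active = potentiation over 3 SD above the plate norm, cut at about 30% in these data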; also: 0% is about no effect
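Potentiation of an EC20 dopamine calcium response measured kinetically over 180 s, after a preceding 180 s compound-only read flagging agonists. Cells: inducible Hek293 Trex D2 line, 4000/well, cultured overnight at 30 C before dye loading.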
D2 agonist = activates the human D2 dopamine receptor; HEK293 T-REx D2 cells, calcium flux agonist mode; activation, % at 2 µM; 340,000 compounds, 0.53% hits; P14416; AID 485358;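 active = activation over 3 SD above normal in the single-dose calcium agonist read, cut at about 30% in these data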; also: 0% is about no effect
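Agonism scored from kinetic calcium signal (1 read/sec, 180 s) following compound pin transfer, after a 10 s baseline. Cells: HEK293 Trex line expressing inducible D2 receptor coupled to calcium, dye-loaded after overnight culture at 30 C.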
D1 ag = agonists of human D1 dopamine receptor; P21728; HEK293 T-REx D1 cells, calcium flux, agonist mode; 360,000 compounds, 1% hits; activation, % at 2 µM; also: 0% is about no effect
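Tetracycline-induced HEK293 TREx D1 cells, force-coupled to calcium signalling, were dye-loaded with a no-wash calcium kit. Compound was pin-added after a 10 s baseline. Fluorescence was read kinetically at 1 cycle/s for 180 s, with calcium rises flagged as agonism.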
TRHR PAM = allosteric enhancers of human TRH receptor; TRHR cells, fluo-8 calcium fluorescence, EC20 TRH enhancement; enhancement, % at 2 µM; 360,000 compounds, 0.66% hits; in the data active = enhancement above about 30%; also: 0% is about no effect
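Enhancer read-out: after compound pinning and an initial kinetic agonist-mode read, an EC20 of TRH (10 nM final) was injected and fluo-8 calcium signal (Ex 480/Em 530) followed at 1 s/cycle for 100 cycles in TRHR-expressing cells.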
D1 antagonist = human D1 dopamine receptor antagonism. HEK293 TREx D1 cells, calcium flux, dopamine EC80; stronger effect = lower value. activity change, negative = inhibition, % at 10 µM. 360,000 compounds, 3.2% hits; in the data active = activity change below about -30%; also: % is scaled to controls: 0 for no effect and ±100 for the full control effect
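Allosteric or orthosteric antagonism assessed as attenuation of the calcium response to EC80 dopamine, added 180 s after compound, in induced HEK293 Trex D1 cells loaded with no-wash calcium dye.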
* hit, by the source's call; u = inconclusive; x = not tested or not shown. Rule as the data show it, unless noted: active = activation above about 30%; inactive = the rest. The order is random; any-hit rate near 7.3%.

Second line of a record: RXFP1 antag | D2 antag | D1 potentiator | TRHR agonist | D2 PAM | D2 agonist | D1 ag | TRHR PAM | D1 antagonist
> Nc1ccc(Cl)cc1C(=O)OCC(=O)NC1CCS(=O)(=O)C1 (configuration not stated)
 : -1 | -9 | -1 | 0.2 | 5 | 0.8 | 0 | 2 | -4
> C=CCn1c(/N=C/c2ccc3c(c2)OCO3)nc2ccccc21
 : -14 | -2 | 0 | 1.0 | -9 | 0.2 | 2 | 1 | 15
> Cn1nc(-c2ccccc2)cc1NC(=O)Nc1ccc(F)cc1
 : -9 | 4 | -13 | 1.1 | -4 | 1.2 | 12 | 2 | -44*
> Cc1c(C(=O)N(Cc2ccccc2)Cc2cccnc2)cnn1-c1ccc(F)cc1
 : -8 | 10 | -1 | 0.2 | 6 | -0.5 | 0 | -9 | 5
> CC(C)c1ncc(S(=O)(=O)c2ccc(C(F)(F)F)cn2)c(N)n1
 : 2 | -1 | -4 | 0.7 | -8 | 0.5 | 5 | 2 | -2
> Cc1ccc2c(=O)cc(C(=O)Nc3sc4c(c3C(=O)NCc3cccnc3)CCCC4)oc2c1C
 : 1 | x | -1 | -1.4 | 10 | -0.7 | 9 | 6 | -8
> Cc1ccc(OCC(=O)Nc2c(Cl)ccc3nsnc23)cc1C
 : x | x | 2 | -2.3 | -1 | 0.3 | -1 | 3 | 6
> CC1=C(C(=O)Nc2cccnc2)C(c2ccccc2)n2nc(-c3ccc(O)cc3)nc2N1 (configuration not stated)
 : -1 | x | -3 | 0.1 | x | 1.6 | 2 | -2 | -22
> Cc1cccc(/C=N/NC(=O)C[n+]2ccccc2)c1
 : 2 | 2 | -5 | 0.2 | -3 | -1.8 | 1 | -1 | 8
> Cc1ccc(NN2C(=O)C=C(c3ccccc3)C2=O)cc1
 : u | -1 | -7 | 1.7 | -3 | 2.4 | 4 | -3 | -22
> Cc1ccccc1NC(=O)C1CCCN(C(=O)NCc2ccccc2)C1 (configuration not stated)
 : -3 | x | -3 | -0.1 | x | x | -3 | 6 | -4
> COc1cc(C(=O)NCCCNc2nc3cc(C)cc(C)c3cc2C#N)cc(OC)c1OC
 : 31 | 11 | -3 | 0.8 | 6 | 0.3 | 2 | -1 | 14
> COc1ccccc1OCC(=O)OCC(=O)Nc1sccc1C(N)=O
 : -6 | -13 | -4 | 34* | 11 | -0.7 | 7 | -2 | -23
> O=C(CSc1nnc(-c2ccc(Br)cc2)n1CCc1ccccc1)NC1CCS(=O)(=O)C1 (configuration not stated)
 : -3 | 6 | -1 | -0.1 | 1 | 2.4 | 2 | -6 | -3
> Cc1cc2cc(C)c(NCCNC(=O)c3ccccc3)nc2cc1C
 : -5 | 4 | -8 | -0.3 | -12 | 0.5 | 7 | 8 | -24

Next part:
Second line of a record: RXFP1 antag | D2 antag | D1 potentiator | TRHR agonist | D2 PAM | D2 agonist | D1 ag | TRHR PAM | D1 antagonist
> Cc1sc2ncnc(N3CCC(C(=O)Nc4nnc(CC(C)C)s4)CC3)c2c1C
 : -5 | 3 | -3 | -0.4 | -1 | -0.3 | 0 | -13 | 4
> Nc1c(-c2ccccc2)cnn1-c1ccccc1
 : 0 | -15 | 6 | -1.8 | 12 | 0.2 | 1 | -2 | -9
> CCC1COCCS(=O)(=O)N1Cc1cccc(Cl)c1 (configuration not stated)
 : x | 47* | 3 | -0.9 | 4 | -0.1 | 1 | -1 | -6
> Cc1cc(C)cc(OCC(=O)OCCN2C(=O)c3ccccc3C2=O)c1
 : -7 | -12 | 14 | -0.4 | 29 | -0.4 | 3 | 39* | -7
> Cc1ccc(-c2nc(C)sc2CC(=O)OCC(=O)Nc2cccc([N+](=O)[O-])c2)cc1
 : 9 | 22 | -5 | -0.2 | -12 | -1.1 | 1 | 7 | -18
> CCC(C(=O)NC1CCCCC1)n1nc(C)c2c(C)n(-c3ccccc3)nc2c1=O (configuration not stated)
 : -18 | 5 | 0 | 0.8 | -6 | -0.5 | 1 | 3 | 0
> Cc1cc(NCc2ccc(F)cc2Cl)n2nnnc2n1
 : -1 | -2 | 4 | -0.1 | 3 | 0.4 | 3 | 7 | -13
> COc1ccc(-c2noc(CN(C)S(=O)(=O)c3ccc(C)cc3)n2)cc1
 : -11 | -11 | 6 | 2.3 | 18 | 0.2 | 12 | -3 | 4
> Cc1ccc(-c2cc(-c3coc4ccccc4c3=O)c3c(n2)-c2cc(Cl)ccc2OC3)cc1
 : x | x | -2 | 1.7 | 13 | -1.0 | 0 | 1 | -13
> N#CC1=C(N)OC2=C(C(=O)CC(c3ccccc3)C2)C1c1ccoc1 (configuration not stated)
 : 22 | 0 | -5 | -0.7 | 1 | 0.8 | 1 | 0 | 1
> Cc1ccc(CSCc2ccc(C(=O)NCCc3ccc(Cl)cc3)o2)cc1
 : -35 | x | -3 | 2.7 | -1 | 0.9 | 25 | 2 | -41*
> Cc1ccc2[nH]c3c(c2c1)CN(C(=O)CN1CCN(c2ccccn2)CC1)CC3
 : 11 | 8 | -7 | 1.6 | -9 | 31* | 6 | -1 | 0
> COC(=O)c1cccnc1-n1c(=O)c2cccnc2n(Cc2cccc(C(F)(F)F)c2)c1=O
 : -4 | 3 | -10 | -0.2 | 5 | 0.3 | 3 | -10 | -19
> c1ccc(Cn2nnc3c(N4CCc5ccccc5C4)ncnc32)cc1
 : -2 | 11 | 9 | 0.2 | -10 | 0.3 | 6 | -7 | 4
> C/C(=N\N=C(N)N)c1cc(Cl)ccc1Cl
 : -7 | 1 | -13 | 0.2 | -8 | 1.0 | 11 | 4 | -45*

Record cards (already shown). Screens in order: RXFP1 antag	D2 antag	D1 potentiator	TRHR agonist	D2 PAM	D2 agonist	D1 ag	TRHR PAM	D1 antagonist
`Cc1cc(C)cc(OCC(=O)OCCN2C(=O)c3ccccc3C2=O)c1` across the screens: -7	-12	14	-0.4	29	-0.4	3	39*	-7
`Cc1ccc(-c2cc(-c3coc4ccccc4c3=O)c3c(n2)-c2cc(Cl)ccc2OC3)cc1` across the screens: x	x	-2	1.7	13	-1.0	0	1	-13
`Cc1cc(NCc2ccc(F)cc2Cl)n2nnnc2n1` across the screens: -1	-2	4	-0.1	3	0.4	3	7	-13

More structures follow.
Second line of a record: RXFP1 antag | D2 antag | D1 potentiator | TRHR agonist | D2 PAM | D2 agonist | D1 ag | TRHR PAM | D1 antagonist
> CCC(=O)n1nc(-c2ccco2)nc1N
 : x | 16 | -3 | 0.7 | 9 | -0.3 | 3 | 3 | -24
> Cc1cc(C(=O)NNC(=O)c2c(-c3c(Cl)cccc3Cl)noc2C)no1
 : -12 | 21 | -13 | -0.1 | 8 | 0.0 | 1 | -4 | 8
> CC(C)C(C(=O)NCC1CCCO1)N(Cc1cccs1)C(=O)CNS(=O)(=O)c1ccccc1 (configuration not stated)
 : -36 | 14 | -10 | -0.3 | 1 | -0.4 | 0 | -4 | -14
> COc1ccccc1/C=C(/C(=O)OCC(=O)Nc1ccc(N(C)C)cc1)c1ccccc1
 : -5 | 5 | -4 | -0.4 | 6 | -1.7 | 1 | -4 | -6
> CCOC(=O)c1c(NC(=O)c2nc(SCC)ncc2Cl)sc2c1CCCC2
 : x | x | -2 | 0.3 | 13 | x | 3 | 3 | -4
> COc1ccc(S(=O)(=O)Cc2ccc(C(=O)N3CCc4ccccc4C3)o2)cc1
 : x | 1 | x | -0.7 | 25 | 0.1 | 3 | -2 | 6
> C#Cc1ccc([C@H]2C=C(C(=O)N3CCOCC3)O[C@@H](OCC)[C@@H]2CCCO)cc1
 : x | 7 | -4 | -0.2 | 5 | -0.2 | -3 | 10 | -7
> O=C(c1ccc(Cl)cc1)N(Cc1ccco1)C1CCS(=O)(=O)C1 (configuration not stated)
 : 3 | 18 | -4 | 0.4 | -1 | 0.1 | 3 | 1 | 16
> CC(=O)c1cccc(NS(=O)(=O)c2c(C)nc3sc(C)cn3c2=O)c1
 : -19 | x | -1 | 0.2 | 0 | 0.4 | 13 | 4 | -13
> CC(C)Oc1c(Cl)cc(CNC(C)(C)CO)cc1Cl
 : -13 | 1 | 1 | 0.7 | -2 | 0.0 | 7 | 2 | -27
> C[C@@H](NC(=O)c1ncn(Cc2ccccc2)c1C(=O)N[C@H](C)c1ccccc1)c1ccccc1
 : x | 11 | 3 | 1.3 | 9 | 0.3 | 9 | 1 | 32
> Cc1cccc(OCC(=O)O/N=C(\N)Cc2cccs2)c1
 : 0 | 10 | 2 | -0.8 | -10 | -1.3 | 3 | -5 | 9
> COc1ccc(Br)cc1CNC(=O)Cn1c(=O)c2cccn2c2ccc(F)cc21
 : 8 | x | 0 | 0.0 | 8 | -0.8 | 0 | -3 | -11
> CCOC(=O)c1cnc2nc(COc3ccccc3)[nH]n2c1=O
 : 20 | 22 | 6 | -1.2 | 6 | -0.2 | 2 | 10 | 5
> CC1CC(C)CN(CCCSc2ccccc2)C1 (configuration not stated)
 : -12 | 25 | -4 | -0.5 | 11 | -0.3 | 10 | 32* | -7

Other records
Second line of a record: RXFP1 antag | D2 antag | D1 potentiator | TRHR agonist | D2 PAM | D2 agonist | D1 ag | TRHR PAM | D1 antagonist
> Cc1c(C(=O)N2CCCCCC2)c(S(=O)(=O)NCc2ccccc2Cl)c(C)n1C
 : 20 | 22 | -7 | -0.8 | 6 | 0.1 | 0 | -10 | 9
> COc1ccc(Cl)cc1C(=O)NNC(=O)c1nc2nc(C)cc(C)n2n1
 : -13 | 2 | 0 | 0.4 | -4 | 1.0 | 1 | -4 | 9
> S=C(c1cn(Cc2ccc(Br)cc2)c2ccccc12)N1CCOCC1
 : 0 | 4 | 1 | -0.1 | 1 | -0.1 | 5 | -13 | 1
> COc1cc2c(cc1OC)C(=O)NCC(C)(C)O2
 : 15 | -2 | -2 | 0.7 | -5 | 2.7 | 4 | 1 | -12
> Cc1cccc(NC(=O)CCc2c(C)nc3nc(CNC(=O)c4cccc(F)c4)nn3c2C)c1
 : -9 | x | -1 | 0.4 | 1 | -0.1 | -3 | -4 | -1
> O=C(CCCN1C(=O)/C(=C/c2ccccc2)SC1=S)Nc1ccc(C(=O)O)c(O)c1
 : -2 | -23 | 3 | 0.1 | -6 | -0.3 | 6 | 2 | -8
> COc1ccc(C(=O)Nc2cc3c(cc2N2CCOCC2)n(C)c(=O)n3C)cc1OC
 : -1 | 24 | -2 | 0.2 | 1 | 0.6 | 1 | -3 | 6
> Cc1onc(-c2ccccc2Cl)c1C(=O)Nc1cccc(-c2cn3cccnc3n2)c1
 : -2 | 9 | -3 | 1.5 | -4 | 5.5 | 3 | 2 | 5
> Cc1ccccc1C(=O)N1CCC(C(=O)N(CC(C)C)c2c(N)n(Cc3ccccc3)c(=O)[nH]c2=O)CC1
 : 3 | 7 | -9 | 0.0 | -5 | -0.4 | 0 | -8 | -20
> Fc1ccc(COc2ccc(C(=S)N3CCCC3)cc2)cc1
 : -6 | 0 | 0 | -0.9 | 2 | 0.1 | 6 | 2 | 5
> CCSc1nnc(NC(=O)c2c(-c3ccccc3Cl)noc2C)s1
 : -5 | 109* | -2 | -0.3 | 15 | 0.9 | 1 | -9 | -6

Records listed so far printed as active in TRHR agonist.
compound	RXFP1 antag	D2 antag	D1 potentiator	TRHR agonist	D2 PAM	D1 ag	TRHR PAM	D1 antagonist
COc1ccccc1OCC(=O)OCC(=O)Nc1sccc1C(N)=O	-6	-13	-4	34*	11	7	-2	-23
